TRPC4 potent = TRPC4 (mouse) allosteric potentiation; B-score at 10 µM; Q9QUQ5; actives 0.42% (n = 310,000); HEK293 TRPC4beta/mu-opioid, DAMGO EC20, Fluo-4 Ca2+ flux; stronger effect = higher value;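 active = B-score of calcium response area above 5 SD of library B-scores, with initial fluorescence ratio within 5 SD of library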;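 also: B-score of integrated fluorescence ratio over time as area under calcium response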
KCNQ1 act = human KCNQ1 channel potentiation or activation; actives 0.35% (n = 310,000); B-score at 10 µM; CHO-K1 KCNQ1, thallium flux FluxOR fluorescence; stronger effect = higher value;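 active = fluorescence ratio B-score, a plate-corrected score, at least three library SD, with initial intensity B-score within 5 SD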
Target sequence (P51787 whole entry, looked up): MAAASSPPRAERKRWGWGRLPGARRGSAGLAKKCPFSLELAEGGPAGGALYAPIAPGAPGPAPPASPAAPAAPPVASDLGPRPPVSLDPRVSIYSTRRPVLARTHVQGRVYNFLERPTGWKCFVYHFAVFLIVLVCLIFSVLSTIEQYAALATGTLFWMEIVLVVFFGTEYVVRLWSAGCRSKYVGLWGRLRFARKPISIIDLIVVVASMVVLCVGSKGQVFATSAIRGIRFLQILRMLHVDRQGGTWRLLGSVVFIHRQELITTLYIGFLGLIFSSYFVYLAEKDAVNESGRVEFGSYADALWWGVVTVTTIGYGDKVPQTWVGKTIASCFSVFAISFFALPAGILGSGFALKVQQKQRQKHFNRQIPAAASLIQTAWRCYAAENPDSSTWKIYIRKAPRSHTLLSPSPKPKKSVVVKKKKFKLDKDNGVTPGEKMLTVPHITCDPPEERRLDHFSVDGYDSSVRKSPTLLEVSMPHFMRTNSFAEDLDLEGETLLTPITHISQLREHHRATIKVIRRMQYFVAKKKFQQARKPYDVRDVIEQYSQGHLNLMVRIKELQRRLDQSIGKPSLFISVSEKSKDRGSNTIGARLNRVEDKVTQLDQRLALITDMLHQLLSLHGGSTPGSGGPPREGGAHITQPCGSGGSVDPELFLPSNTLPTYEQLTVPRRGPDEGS
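Material: CHO-K1 cells stably expressing KCNQ1. Medium: assay buffer for compound exposure, DMSO matched across wells. Reagent: K+/Tl+ depolarizing stimulus. Compound dosing: single-concentration screen. Times: 37 °C overnight plating, 90-min dark dye load, 20-min compound pretreatment. Technique: FluxOR Tl+ flux fluorescence.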
PolyA inh = blocks polyadenylation in yeast reporter cells; AID 1875; calls only at 12 µM; actives 0.02% (n = 300,000); S. cerevisiae SKY197-pL101 polyadenylation reporter, beta-gal luminescence; efflux-impaired pdr1/pdr3 knockout yeast; score 100 = 6 SD above DMSO;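 active = lowest replicate activity score at least 50, where 100 means six control SD above control mean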;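 also: yeast exposed to compound for 9 h at 30 °C; higher score means more reporter readthrough which indicates perturbed polyadenylation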
TRPC4 block = inhibitors of mouse TRPC4 channel; actives 0.39% (n = 300,000); AID 2247; HEK293 TRPC4beta/mu-opioid, DAMGO-evoked Fluo4 calcium flux; stronger effect = lower value; B-score at 10 µM;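 active = B-score over 3 SD under the library average, no early fluorescence shift, positive overall ratio signal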
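Material: HEK293 cells with stable TRPC4beta plus mu-opioid receptor expression / Probe or stimulus: DAMGO in two steps, submaximal then maximal / Compound: single concentration per test compound / Technique: kinetic Fluo4 fluorescence imaging of calcium influx / Read-out: per-well B score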
TRPC4 act = opens the mouse TRPC4 cation channel. Q9QUQ5. HEK293 TRPC4beta/mu-opioid, Fluo4 calcium fluorescence; stronger effect = higher value. B-score at 10 µM. actives 0.49% (n = 310,000). AID 2237;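 active = B-score above 5 SD of library B-scores, and initial fluorescence ratio not above library mean plus 5 SD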;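 also: positive B-score marks a calcium rise read as TRPC4 activation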
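Assay system – TRPC4beta and mu-opioid receptor HEK293 stable cells · Measured by – Fluo4 fluorescence, kinetic · Schedule – dye loading 45 min room temperature, 110 s kinetic read · Read-out – B-scored integrated calcium fluorescence ratio · Controls – buffer and maximal DAMGO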
Platelet DG rel = modulates dense granule release in human platelets; actives 0.22% (n = 300,000); AID 1663; human platelet-rich plasma, SFLLRN dense granule ATP release, luminescence; inhibition, %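 (compounds screened at 7.5 µM in platelet-rich plasma)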;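 active = mean replicate score, as percent of positive control, at or above 50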
Dyrk1A ADPGlo = blocks rat Dyrk1A kinase activity; actives 0.43% (n = 310,000); ADP-Glo luminescence, NFATc1 peptide; AID 504441; inhibition, % at 12.5 µM; Q63470; in the data active = inhibition above about 50%;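 also: plate controls were vehicle with enzyme for no effect and no enzyme for full effect; many of its hits are not listed in these tables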
KCNK3 block = human KCNK3 channel inhibition, primary screen. CHO-KCNK3 thallium flux, FluxOR fluorescence; stronger effect = lower value. AID 602410. B-score at 10 µM. actives 0.84% (n = 340,000);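 active = B-score under library mean minus 4 SD, starting fluorescence ratio at most library mean plus 5 SD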;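 also: more negative B-score means stronger inhibition of thallium flux through KCNK3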
KCNK9 inh = human KCNK9 channel inhibition | Q9NPC2 | HEK293 KCNK9, FluxOR thallium flux fluorescence; stronger effect = lower value | B-score at 10 µM | actives 1.2% (n = 310,000) | AID 488922;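 active = ratio B-score over 3 SD below the library mean, with starting fluorescence within 5 SD of its mean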;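 also: negative B-score means less thallium flux so channel inhibition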
Target sequence (Q9NPC2 whole entry, looked up): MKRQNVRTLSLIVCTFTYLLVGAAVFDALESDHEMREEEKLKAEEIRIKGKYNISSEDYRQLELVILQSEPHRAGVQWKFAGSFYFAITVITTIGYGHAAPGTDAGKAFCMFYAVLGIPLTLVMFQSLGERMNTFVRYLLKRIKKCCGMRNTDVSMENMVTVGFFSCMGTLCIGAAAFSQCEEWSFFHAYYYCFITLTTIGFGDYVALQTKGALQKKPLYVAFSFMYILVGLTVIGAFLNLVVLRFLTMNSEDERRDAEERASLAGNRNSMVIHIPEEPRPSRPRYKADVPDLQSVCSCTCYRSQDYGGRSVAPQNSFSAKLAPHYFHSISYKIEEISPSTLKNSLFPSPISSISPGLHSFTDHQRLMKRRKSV
KCNQ1 inh = blocks the human KCNQ1 potassium channel. CHO-K1 KCNQ1, FluxOR thallium flux fluorescence; stronger effect = higher value. B-score at 10 µM. P51787. actives 1.3% (n = 310,000). AID 2642;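 active = compounds whose thallium flux B-score, printed positive for inhibition, exceeds three library SD while starting fluorescence stays within three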;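 also: channel opened by potassium depolarization with thallium stimulus after 20 min compound exposure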
hERG protect = hERG (human) protection from proarrhythmic block; AID 1511; Q12809; CHO-hERG, FluxOR thallium flux, dofetilide IC70 present; actives 0.51% (n = 310,000); activation (rescue from dofetilide block), less the hit threshold, % at 10 µM;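 active = activation above the mean of controls blocked by dofetilide plus 5 SD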;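 also: thallium influx through hERG after potassium depolarization seen as dye fluorescence rise; in these data hits start at about 4.7%; inactives centre near -7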
Numbers without * were called inactive; i = inactive; / = not tested or not shown. This is a subset (hit frequency here may not be typical).

Screens in order – TRPC4 potent, KCNQ1 act, PolyA inh, TRPC4 block, TRPC4 act, Platelet DG rel, Dyrk1A ADPGlo, KCNK3 block, KCNK9 inh, KCNQ1 inh, hERG protect
- CCC(C(=O)OC)n1cnc2c(nnn2-c2ccccc2)c1=O (stereo unspecified)
    i, i, i, i, i, 25, 4, i, i, i, -10
- CCc1ccc(-c2n[nH]c(=O)c3ccccc23)cc1
    i, i, i, i, i, -1, 2, i, i, i, -1
- O=C(NCc1ccccn1)Nc1cc(Cl)cc(Cl)c1
    i, i, i, i, i, -6, -5, i, i, i, -14
- Cc1cc(C)n2nc(CNS(=O)(=O)c3ccc([N+](=O)[O-])cc3)nc2n1
    i, i, i, i, i, -3, -6, i, i, i, -5
- CCc1c(C)nc2ncnn2c1NCCc1ccc(Cl)cc1
    i, i, i, i, i, -1, /, i, i, i, -13
- Cc1ccc(NC(=O)Cn2nnc3ccccc3c2=O)cc1
    i, i, i, i, i, -4, /, i, i, i, -8
- C#Cc1ccc([C@@H]2C=C(C(=O)N3CCN(Cc4ccc5c(c4)OCO5)CC3)O[C@H](OCCCCO)C2)cc1
    i, i, i, i, i, -2, -4, i, i, i, -5
- COc1ccc(CC(NC(C)=O)C(=O)N2CCN(C(=O)Nc3cccc(F)c3)CC2)cc1OC (stereo unspecified)
    i, i, i, i, i, -1, -1, i, i, i, -14
- O=C(OCCN1C(=O)c2ccccc2C1=O)c1cccs1
    i, i, i, i, i, 7, -2, i, i, i, -4
- CCC/C=N/NC(=O)c1[nH]c2c([N+](=O)[O-])cccc2c1C
    i, 16*, i, i, i, -11, 2, i, i, i, -6
- CC1CN(/C=C/C=O)C(C)CC1OC(=O)c1ccccc1 (stereo unspecified)
    i, i, i, i, i, 2, 4, i, i, i, -7
- Oc1ccc(N=Nc2c(O)ccc3ccccc23)cc1
    i, i, i, i, i, 5, -2, i, i, i, 1
- CCC(=O)N1CCc2cc(S(=O)(=O)NCCC(=O)N3CCN(c4cccc(OC)c4)CC3)ccc21
    i, i, /, i, i, -2, /, i, i, i, -3
- O=C(CSCc1ccc([N+](=O)[O-])cc1)N/N=C/c1cccnc1
    i, i, i, i, i, 1, -10, i, i, i, -7
- COc1cc(S(=O)(=O)N2CCCCCC2)ccc1-n1cnnn1
    i, i, i, i, i, 11, -3, i, i, i, -6
- CCCCn1c(N)c(N(CC(C)C)C(=O)c2cc(C)oc2C)c(=O)[nH]c1=O
    i, i, i, i, i, -4, 2, i, i, i, -18
- CN(Cc1ccccc1)C(=O)c1cccnc1
    i, i, i, i, i, -3, 0, i, i, i, -7
- CC(C)c1ccc(-c2c(NCCc3ccccc3)c(=O)c2=O)cc1
    i, i, i, i, i, 12, 5, i, i, i, -4
- COc1ccc(-c2cnc(N)nc2-c2ccc(OC)cc2)cc1
    i, i, i, i, i, 6, 2, i, i, i, 2
- Cc1c(NC(=O)C(=O)/C=C(\O)c2ccc(Br)cc2)c(=O)n(-c2ccccc2)n1C
    i, i, i, i, i, -6, -5, i, i, i, -3

Continued:
Screens in order – TRPC4 potent, KCNQ1 act, PolyA inh, TRPC4 block, TRPC4 act, Platelet DG rel, Dyrk1A ADPGlo, KCNK3 block, KCNK9 inh, KCNQ1 inh, hERG protect
- CC1CCCC(C)N1S(=O)(=O)c1ccc(S(=O)(=O)NCCc2ccncc2)cc1 (stereo unspecified)
    i, i, i, i, i, -9, 7, i, i, i, -9
- COC(=O)c1ccc(Nc2nnc(-c3ccc(C)c(S(=O)(=O)NCC4CCCO4)c3)c3ccccc23)cc1 (stereo unspecified)
    i, i, i, i, i, 11, 8, i, i, i, -9
- CCOC(=O)N1CCN(c2ccc(S(=O)(=O)N3CCOCC3)cc2[N+](=O)[O-])CC1
    i, i, i, i, i, 6, -2, i, i, i, -12
- COc1cc(N(C)C)c([N+](=O)[O-])cc1C(=O)N1CCOCC1
    i, i, i, i, i, -7, -2, i, i, i, -11
- CN(CCc1ccccn1)C(=O)CCC1CCCN(C(=O)c2c(F)ccc(F)c2F)C1 (stereo unspecified)
    i, i, i, i, i, 3, 9, i, i, i, -9
- CCN(CC)CCNS(=O)(=O)c1ccc(OC)c(Br)c1
    i, i, i, i, i, 0, 6, i, i, i, -7
- Cc1ccccc1C(=O)Nc1c(C)[nH]c(=O)[nH]c1=O
    i, i, i, i, i, 7, 4, i, i, i, -2
- COc1ccc(NC(=O)CN(C)C(=O)CCc2ccccc2)cc1
    i, i, i, i, i, -6, 11, i, i, i, -3
- O=C(CCn1c(=O)c2ccccc2n(CC(=O)N2CCN(c3ccccc3)CC2)c1=O)NCc1ccco1
    i, i, i, i, i, 8, -1, i, i, i, -7
- Cc1ccccc1NC(=O)c1csc2c1CCCC2
    i, i, i, i, i, 0, -1, i, i, i, -9
- O=S(=O)(NCc1ccccn1)c1ccc(Cl)s1
    i, i, i, i, i, -2, 4, i, i, i, -5
- Cc1cc(C(=O)Nc2c(C)n(C)n(-c3ccccc3)c2=O)cs1
    i, i, i, i, i, 0, -9, i, i, i, -6
- CCc1ccc(-n2c(=S)sc3c(=O)n(-c4ccccc4OC)c(=S)[nH]c32)cc1
    i, i, i, i, i, 9, 1, -11*, i, i, -24
- FC(F)Sc1ccc(Nc2ncnc3nc[nH]c23)cc1
    i, i, i, i, i, -2, 4, i, i, i, -1
- CC[C@H](C)[C@H](NC(=O)c1ccccc1)C(=O)Nc1ccc(S(=O)(=O)Nc2cc(C)nc(C)n2)cc1
    i, i, i, i, i, -1, 15, i, i, i, -5
- C/C(=N/NC(=O)c1cc(-c2ccc(Br)s2)[nH]n1)c1ccco1
    i, i, i, i, i, 5, 6, i, i, i, -6
- O=C(c1ccc(CNS(=O)(=O)c2ccccc2)cc1)N1CCN(Cc2ccccc2)CC1
    i, i, /, i, i, 5, 2, i, i, i, 2
- O=C(c1c[nH]c(=O)n(-c2ccccc2)c1=O)N1CCc2ccccc21
    i, i, i, i, i, 5, -1, i, i, i, -5
- Cc1ccc(S(=O)(=O)N2CCOCC2)cc1NC(=O)c1cc2c(s1)CCC2
    i, i, i, i, i, 6, -6, i, i, i, -19
- CN(c1ccccc1)S(=O)(=O)c1ccc(C(=O)NCc2cccs2)cc1
    i, i, i, i, i, 4, 1, i, i, i, -13

Next part.
Screens in order – TRPC4 potent, KCNQ1 act, PolyA inh, TRPC4 block, TRPC4 act, Platelet DG rel, Dyrk1A ADPGlo, KCNK3 block, KCNK9 inh, KCNQ1 inh, hERG protect
- CCn1c(N2CCN(S(=O)(=O)c3ccccc3C(F)(F)F)CC2)nc2ccccc21
    i, i, i, i, 119*, 5, 6, i, i, i, -12
- CCOc1ccc(CCNS(=O)(=O)c2ccc3c(c2)NC(=O)CO3)cc1OCC
    i, i, i, i, i, 14, 5, i, i, i, -3
- Cc1cc(C)n(-c2cc(O)c(-n3nc(C)cc3C)cc2O)n1
    i, i, i, i, i, 0, -4, i, i, i, -1
- Cn1cc(S(=O)(=O)NCc2cccs2)c(=O)n(C)c1=O
    i, i, i, i, i, 3, 0, i, i, i, -8
- Cc1ccc(NC(=O)CSc2ncnc3ccccc23)cc1S(=O)(=O)N1CCOCC1
    i, i, i, i, i, 33, 2, i, i, i, -10
- Cc1ccc(C)c2nc(Cl)c(C#N)cc12
    i, i, i, i, i, 1, 1, i, i, i, -9
- CCc1nnc(NC(=O)C2CCCN2S(=O)(=O)c2ccccc2)s1 (stereo unspecified)
    i, i, i, i, i, 7, -3, i, i, i, -2
- CC(C)C(OC(=O)CCC(=O)Nc1nccs1)C(=O)NC1CCCCC1 (stereo unspecified)
    i, i, i, i, i, 0, -3, i, i, i, -9
- COC(=O)c1cn(NC(=O)Cc2ccc(Cl)cc2)c(=O)c2ccccc12
    i, i, i, i, i, 11, 9, i, i, i, 0
- COc1ccc(/C=N/Nc2ncc(Br)cn2)c(OC)c1
    i, i, i, i, i, -3, -5, i, i, i, -8
- CS(=O)(=O)c1ncc(Cl)c(C(=O)Nc2ccc(OC(F)F)cc2)n1
    i, i, i, i, i, 17, -4, i, i, 6*, -21
- CCn1cc(CNC(=O)c2ccc(Cl)c([N+](=O)[O-])c2)c(C)n1
    i, i, i, i, i, -1, -3, i, i, i, -5
- Cc1cc(NC(=O)COC(=O)c2cccc(S(=O)(=O)N(C)C3CCCCC3)c2)no1
    i, i, i, i, i, -14, -6, i, i, i, -13
- COc1ccc(C(=O)NC(=S)Nc2ccccc2N2CCN(S(C)(=O)=O)CC2)cc1OC
    i, i, i, i, i, 13, 3, i, i, i, -16
- CC(=O)c1ccc(N(C(=O)CNC(=O)c2ccco2)C(C(=O)NCC2CCCO2)c2ccccc2)cc1 (stereo unspecified)
    i, i, i, i, i, 1, 0, i, i, i, -7
- CCC(=O)n1nc(-c2ccccc2)nc1SCC(=O)Nc1ccc(C)cc1
    i, i, i, i, i, -1, 3, i, i, i, -10
- COc1ccc2c(C)cc(N3CCCCCC3)nc2c1
    i, i, i, -10*, i, -14, 4, i, i, i, -14
- Cc1ccc(CNC(=O)c2ccc(N3CCC4(CC3)CC(c3ccccc3)=NO4)c(NC(=O)c3ccc(Br)cc3)c2)cc1
    i, i, i, i, i, -1, 2, i, i, i, -11
- CC(=O)Nc1ccc(NC(=O)CCCc2ccccc2)cc1
    i, i, /, i, i, -3, 13, i, i, i, -13
- O=C1CN(C(=O)CSc2nnc(-c3ccccc3)n2Cc2ccc3c(c2)OCO3)c2ccccc2N1
    i, i, /, i, i, -4, -6, i, i, i, -8

Further entries follow:
Screens in order – TRPC4 potent, KCNQ1 act, PolyA inh, TRPC4 block, TRPC4 act, Platelet DG rel, Dyrk1A ADPGlo, KCNK3 block, KCNK9 inh, KCNQ1 inh, hERG protect
- O=C(NC1CCSC1=O)c1ccccc1 (stereo unspecified)
    i, i, i, i, i, 1, 3, i, i, i, -7
- O=C(CN1CCOc2ccccc21)NC1CCN(Cc2ccccc2)CC1
    i, i, i, i, i, -3, 3, i, i, i, -9
- Cc1nc2ccccc2nc(C)c1=NO
    i, i, i, i, i, 1, -1, i, i, i, -13
- CC(N)(C(=O)O)c1cccc(OCc2cccc(Cl)c2)c1 (stereo unspecified)
    i, i, i, i, i, -4, 6, i, i, i, -7
- CCCS(=O)(=O)N1CCCC(C(=O)NCCN(CC)c2ccccc2)C1 (stereo unspecified)
    i, i, i, i, i, -2, 6, i, i, i, -4
- C=CCSc1nnc(NC(=O)COc2ccccc2)s1
    i, i, i, i, i, 2, -2, i, i, i, -8
- CCOc1ccccc1NC(=O)NNC(=O)c1ccc2ccccc2c1
    i, i, i, i, i, 7, 1, i, i, i, -6

From PubChem
